Bioassay records: PubChem, Johns Hopkins Ion Channel Center
CHT inh: inhibitors of human choline transporter CHT | High affinity choline transporter 1 (Homo sapiens), Q9GZV3 | CHT-expressing cells, membrane potential dye, choline response; hits give low values | B-score at 10 µM | actives 0.86% (n = 310,000) | AID 488975, 2010;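 active means B-score over 3 SD under the library average, and starting fluorescence ratio not unusually high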;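 further: choline stimulus applied at its EC90 after an EC20 pre-addition; B-score computed on integrated fluorescence ratio after choline addition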
Target sequence (Q9GZV3 whole entry, looked up): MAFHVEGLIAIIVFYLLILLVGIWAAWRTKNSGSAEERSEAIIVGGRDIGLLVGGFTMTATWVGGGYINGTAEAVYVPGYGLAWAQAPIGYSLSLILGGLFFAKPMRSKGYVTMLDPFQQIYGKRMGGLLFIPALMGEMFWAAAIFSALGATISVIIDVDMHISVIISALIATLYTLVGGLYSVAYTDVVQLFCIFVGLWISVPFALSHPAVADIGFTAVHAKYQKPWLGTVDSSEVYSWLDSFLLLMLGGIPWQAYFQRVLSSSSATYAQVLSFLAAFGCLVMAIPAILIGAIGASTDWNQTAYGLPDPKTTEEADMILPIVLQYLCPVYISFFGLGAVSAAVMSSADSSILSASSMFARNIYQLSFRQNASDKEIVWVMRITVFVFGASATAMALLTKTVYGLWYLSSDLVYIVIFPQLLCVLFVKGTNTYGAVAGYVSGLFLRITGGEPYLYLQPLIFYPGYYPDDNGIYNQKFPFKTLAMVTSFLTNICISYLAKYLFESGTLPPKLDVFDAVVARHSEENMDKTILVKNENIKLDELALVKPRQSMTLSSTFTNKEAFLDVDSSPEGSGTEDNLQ
Kir21 inh: inhibitors of mouse Kir2.1 inward-rectifier potassium channel; AID 1672, 2009; B-score at 10 µM; HEK293-Kir2.1, FluxOR thallium flux fluorescence; hits give low values; Inward rectifier potassium channel 2 (Mus musculus), P35561; actives 0.85% (n = 310,000);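 active means fluorescence ratio B-score at or below minus 3 SD of library scores, with starting-brightness B-score within 2 SD, cut at about -4.2 in these data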;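 further: channel flux triggered by added potassium and thallium sulfate stimulus; B-score of peak minus minimum fluorescence over baseline after thallium stimulus; more negative B-score means stronger Kir2.1 block with less thallium influx; some compounds called inactive have numbers as strong as hits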
Target sequence (P35561 whole entry, looked up): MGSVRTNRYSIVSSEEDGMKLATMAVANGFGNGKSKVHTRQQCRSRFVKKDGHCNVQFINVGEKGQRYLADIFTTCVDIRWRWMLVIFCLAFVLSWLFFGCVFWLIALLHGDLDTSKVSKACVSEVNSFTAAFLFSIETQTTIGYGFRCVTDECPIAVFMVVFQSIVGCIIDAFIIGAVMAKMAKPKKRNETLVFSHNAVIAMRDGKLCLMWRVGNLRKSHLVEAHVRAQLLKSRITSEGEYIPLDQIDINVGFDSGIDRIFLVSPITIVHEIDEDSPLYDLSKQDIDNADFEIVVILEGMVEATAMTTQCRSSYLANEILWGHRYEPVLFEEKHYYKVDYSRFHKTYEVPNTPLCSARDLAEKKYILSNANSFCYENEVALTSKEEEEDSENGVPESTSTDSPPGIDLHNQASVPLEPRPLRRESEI
* hit, by the source's call; i = inactive; · = not tested or not shown.

Each structure is followed by: CHT inh | Kir21 inh
COC(=O)c1cccnc1-n1c(=O)c2cccnc2n(Cc2ccc(Cl)cc2)c1=O
    i | 0.29
Cn1c(=O)c2cc(S(=O)(=O)NCCC(=O)N3CC=C(c4ccccc4)CC3)ccc2n(C)c1=O
    i | ·
O=C(Nc1cc(C(F)(F)F)ccc1N1CCOCC1)c1ccc[n+]([O-])c1
    i | -0.01
CN(C)c1ccc(/C=C/C#N)cc1
    i | -1.6
C=CCNC(=O)CC(=O)N/N=C/c1ccc(C(=O)OC)cc1
    i | 0.49
CCOC(=O)NC(O)C(=O)c1ccc(F)cc1 (stereo not given)
    i | -0.07
O=c1c2ccccc2ncn1CCCSc1ccccc1
    i | 1.8
O=C(O)Cn1cc(C(=S)N2CCOCC2)c2ccccc21
    i | 0.25
O=c1[nH]c2ccccc2n1CCCSCCCn1c(=O)[nH]c2ccccc21
    i | -2.8
CC[C@@]12C(=O)N(c3ccccc3)C(=O)N1[C@H](c1ccc(OC)cc1)[C@@H]1C(=O)N(C(C)(C)C)C(=O)[C@@H]12
    i | -1
Cc1[nH]c2ccccc2c1/C=N/NC(=O)c1cccc(S(=O)(=O)Nc2ccccc2Cl)c1
    i | -0.57
CC(Oc1ccc(C(C)(C)C)cc1)C(=O)NC1CC(C)(C)NC(C)(C)C1 (stereo not given)
    i | -0.89
NC(=O)c1ccc(NC(=O)Cn2c(=O)n(-c3ccccc3)c(=O)c3oc4ccccc4c32)cc1
    i | 0.31
CC(C)C(C(=O)NCC1CCCO1)N(CC1CCCO1)C(=O)CNS(=O)(=O)c1ccccc1 (stereo not given)
    i | -2
N#Cc1ccc(N2CCCNCC2)nc1
    i | 0.04
O=C(O)c1cc(N=Cc2c(O)c3ccccc3oc2=O)ccc1O
    i | 1.8
COc1ccc(C(CNC(=O)c2cccc(S(=O)(=O)Nc3ccccc3OC)c2)N2CCCC2)cc1 (stereo not given)
    i | 0.3
COc1ccc(/C=N/N=C2/NC(=O)C(CC(=O)NC(C)C)S2)cc1 (stereo not given)
    i | -1.5
CCOc1ccc(C2=[N+]([O-])C(C)(C)N(O)C2(C)C)cc1
    i | 1.3
O=C(NCCCN1CCCCC1)C1CCN(c2ncnc3c2nc2n3CCCCC2)CC1
    i | -0.47

Rewritten as labelled records: entries from further up
SMILES: COC(=O)c1cccnc1-n1c(=O)c2cccnc2n(Cc2ccc(Cl)cc2)c1=O
  CHT inh = i | Kir21 inh = 0.29
SMILES: Cn1c(=O)c2cc(S(=O)(=O)NCCC(=O)N3CC=C(c4ccccc4)CC3)ccc2n(C)c1=O
  CHT inh = i | Kir21 inh = ·

2 entries from above, reformatted:
O=C(O)Cn1cc(C(=S)N2CCOCC2)c2ccccc21
- CHT inh: i
- Kir21 inh: 0.25
O=c1[nH]c2ccccc2n1CCCSCCCn1c(=O)[nH]c2ccccc21
- CHT inh: i
- Kir21 inh: -2.8

Additional records follow:
Each structure is followed by: CHT inh | Kir21 inh
CCOC(=O)c1ccc(NC2OC(=O)c3ccccc32)cc1 (stereo not given)
    i | 0.48
CCNc1nc(NC(C)C)nc(N(C)C#N)n1
    i | -0.21
CCn1c(Sc2ccc(N)cc2Cl)nc2ccccc21
    i | -6.3*
Cc1cc(C)n(-c2ccc(C(=O)Nc3ccc(N4CCOCC4)cc3)cc2)n1
    i | 0.04
CN(CC(=O)Nc1ccccc1C(F)(F)F)C(=O)CCc1nc2sc3c(c2c(=O)[nH]1)CCCC3
    i | 0.86
N#Cc1ccccc1Sc1ccccc1C(=O)OCC(=O)NC12CC3CC(CC(C3)C1)C2
    i | -0.5
COc1ccc(NC(=O)Cn2c(=O)oc3cc(Cl)ccc32)c(OC)c1
    i | 0.7
Cc1nc2ccccn2c1-c1csc(Nc2cccc(C(=O)O)c2)n1
    i | 1.2
O=C(Nc1cccc(Cl)c1)C1CCCN(S(=O)(=O)c2cnc[nH]2)C1 (stereo not given)
    i | 1.1
CCOc1ccccc1C(=O)N(Cc1ccccc1)Cc1cc2cc3c(cc2[nH]c1=O)OCCO3
    i | -1.6
COCc1[nH]nc2c1C(c1ccsc1)C(C#N)=C(N)O2 (stereo not given)
    i | 0.84
CCOC(=O)/C=C(/C)N1N=C(c2ccc(OC)cc2)CC1c1cccc([N+](=O)[O-])c1 (stereo not given)
    i | 2.2
O=[N+]([O-])c1ccc(N2CCN(S(=O)(=O)c3ccccc3)CC2)cc1
    i | -0.15
O=C(Nc1ncc(Br)s1)C(Cc1ccccc1)n1cccc1 (stereo not given)
    i | -1.5
CS(=O)(=O)N(CC(=O)NCCSCc1ccco1)c1ccc2c(c1)OCO2
    i | -1.8
c1ccc(-c2nnc(-c3ccccc3)nn2)cc1
    i | -0.02
COC(=O)CSc1nnc(CNC(=O)c2ccc(OC)cc2OC)n1C
    i | 1.1
O=c1c2ccccc2[nH]c(=S)n1Cc1ccccc1
    i | -0.44
CCOc1ccc(C(=O)NN2C(=O)C3C4C=CC(O4)C3C2=O)cc1 (stereo not given)
    i | 0.32
COc1cc2c(cc1NC(=O)CSc1nnc(Cc3cccs3)n1C)oc1ccccc12
    i | 0.71

Further entries:
Each structure is followed by: CHT inh | Kir21 inh
O=C(O)c1ccc(CSc2nnc(-c3ccncc3)n2-c2ccc(Br)cc2)cc1
    i | 1.6
Cc1cc(N)ccc1NC(=O)c1ccccc1
    i | 0.85
CCO[C@H]1OC(C(=O)N2CCN(Cc3ccc4c(c3)OCO4)CC2)=C[C@@H](c2ccccc2)[C@@H]1CCCO
    i | -0.04
Cc1onc(-c2c(F)cccc2Cl)c1C(=O)Nc1nc2ccccc2[nH]1
    i | -0.25
NC(=O)CC1NC(=O)c2ccccc21 (stereo not given)
    i | 0.68
O=C(N/N=C1\CCCc2ccccc21)c1ccc([N+](=O)[O-])cc1Cl
    i | -0.39
COC(=O)/C=C/c1cnc2ccccc2c1
    i | 0.08
CN(C)C(=S)NC(=NCc1ccc([N+](=O)[O-])cc1)c1ccccc1
    i | -1.8
CCC(Cc1ccccc1)NC(=O)Cn1ncc2ccsc2c1=O (stereo not given)
    i | 0.66
O=C(Cn1c(NCCCO)nc2ccccc21)c1ccc(F)cc1
    i | 1.5
COc1ccc(-c2nsc3c(SCc4ccccc4)ncnc23)cc1
    i | 0.64
Cc1ccc(-c2nc3c(c(=O)c4ccccc4n3C)c(=O)n2Cc2ccco2)cc1
    i | -0.68
COc1cccc(C(=O)N/N=C2/SCC(=O)N2CCc2ccc(OC)c(OC)c2)c1
    i | -0.15
CN(C)S(=O)(=O)c1cccc(NC(=O)COC(=O)/C=C/c2ccc([N+](=O)[O-])cc2)c1
    i | -1
OC(COCc1cccs1)CN1CCN(c2cccc(C(F)(F)F)c2)CC1 (stereo not given)
    i | -0.18
CCC(NC(=O)c1cc(COc2cncc(Cl)c2)on1)c1ccc(C)cc1 (stereo not given)
    i | -0.01
CC(=O)CCc1c(C)[nH]c2ccc(NC(C)=O)cc2c1=O
    i | 0.09
Cc1ccc(S(=O)(=O)N2CCCOC2CNC(=O)C(=O)NCCC2=CCCCC2)cc1 (stereo not given)
    i | -1
Cc1cccc(C)c1OCC(=O)NNC(=O)Nc1ccc(Cl)cc1
    i | 1.5
Cc1cccc(NC2(C(F)(F)F)N=C(c3ccccc3)NC2=O)n1 (stereo not given)
    i | -2.6

As a short view, two of the compounds above.
Each structure is followed by: CHT inh | Kir21 inh
Cc1cccc(C)c1OCC(=O)NNC(=O)Nc1ccc(Cl)cc1
    i | 1.5
Cc1cccc(NC2(C(F)(F)F)N=C(c3ccccc3)NC2=O)n1 (stereo not given)
    i | -2.6

Following part.
Each structure is followed by: CHT inh | Kir21 inh
CSc1n[nH]c(NC2=CC(=O)CCC2)n1
    i | 1.9
CN(C)c1ccc(/C=C(\NC(=O)c2ccccc2)C(=O)NCc2ccncc2)cc1
    i | 0.9
Cc1ccc(C)c(OCC(O)CNC2CCCC2)c1 (stereo not given)
    i | -0.57
O=C(Nc1ccc(N2CCOCC2)cc1)c1ccccc1SCC(=O)N1CCCC1
    i | 0.24
CCCNC(=O)COC(=O)/C=C/c1ccc2c(c1)OCO2
    i | 0.78
O=C(NC(C(=O)N/N=C/c1cc([N+](=O)[O-])ccc1O)c1n[nH]c(=O)c2ccccc12)c1ccccc1 (stereo not given)
    i | -0.47
COc1ccccc1Oc1ccc2c(c1)C(=O)N(c1ccccc1)C2=O
    i | 3
COc1ccc(N2CCN(Cc3cc4c(cc3O)CCC4)CC2)cc1
    i | 2.6
c1ccc2c(c1)ncc1cccn12
    i | -0.9
CN(CC(=O)Nc1c(Cl)cccc1Cl)C(=O)C1CSC2(C)CCC(=O)N12 (stereo not given)
    i | 0.41
Cc1ccc(C2=NN=C(NC(=O)CSc3nnc4c5ccccc5n(C)c4n3)SC2)cc1
    i | 0.86
Cc1ccnc(NC(=O)C2CCN(S(=O)(=O)c3c(C)c(C)cc(C)c3C)CC2)c1
    i | -0.37
CCOc1ccc(N2C(=O)CC(N3CCN(C(=O)c4ccco4)CC3)C2=O)cc1 (stereo not given)
    i | 1.8
CCOc1ccc(C(=O)NCCCCNC(=O)c2ccc(OCC)cc2)cc1
    i | 3
O=C(N/N=C/c1ccccn1)c1cc(-c2ccc(Br)cc2)nc2ccccc12
    i | 1.5
CCCn1c(O)c(N=NC(=O)CNC(=O)c2cccnc2)c2ccccc21
    i | 0.48
CNC(=O)/C(=C\c1cccc(Oc2ccccc2)c1)NC(=O)c1ccccc1
    i | -1.1
O=C(CNCC1CCCCC1)Nc1ccccc1N1CCCCC1
    i | -0.01
Cc1ccc(-c2noc(CCCc3ccccc3)n2)cc1
    i | -0.4
COc1ccc(C2=NOC(C)(c3nnc(Cc4ccccc4)o3)C2)cc1 (stereo not given)
    i | 0.38

With a hit mark in Kir21 inh, of those listed so far:
Each structure is followed by: CHT inh | Kir21 inh
CCn1c(Sc2ccc(N)cc2Cl)nc2ccccc21
    i | -6.3*

(listing goes on)
canonical_smiles | CHT inh | Kir21 inh
Cc1[nH]c(C(=O)N/N=C/c2ccc(N(C)C)cc2)c(C)c1C(=O)N/N=C/c1ccc(N(C)C)cc1 | i | 3.1
CC(C)NC(=O)C(c1ccc(F)cc1)N(C(=O)CCC(=O)Nc1ccccn1)c1cccc(F)c1 (stereo not given) | i | 0.4
Cc1cc(NC(=O)CN2CCCC(C)C2)n(-c2nc3ccccc3s2)n1 (stereo not given) | · | 2.2
O=C(CSc1ccccc1C(=O)NCCCN1CCCC1=O)NCc1ccco1 | i | -1.4
CCCNC(=O)CSc1nc(Cc2ccccc2)nc2ccccc12 | i | -5.1*
O=C(COC(=O)C1(c2ccc(F)cc2)CCCC1)NCc1ccc2c(c1)OCO2 | i | -3.7
CCN1/C(=C/c2ccc3cc(C)ccc3[n+]2CC)Sc2ccccc21 | i | -15
CCOC(=O)c1[nH]c(C)c(CN(CCc2ccccc2)S(C)(=O)=O)c1C | i | -0.02
COc1ccc(-c2cn(Cc3ccc(C(=O)c4ccccc4)cc3)nn2)cc1 | i | -0.24
COc1ccc(CCC(=O)NC(C)C2CCCO2)cc1 (stereo not given) | i | 2.4
Cc1nc2ccc(Br)cn2c1NC(C)(C)C | i | 0.23
COc1ccccc1-c1ccc(C(=O)O)o1 | i | -0.09
CCOc1ccc2oc(C(=O)NC3CC(C)(C)NC(C)(C)C3)c(C)c2c1 | i | 0.27
COc1cc(CNCc2cccs2)ccc1OCc1ccccc1 | i | -3
COC(=O)c1cc(NS(=O)(=O)c2ccc(Cl)c(N3C(=O)c4ccc(C(=O)O)cc4C3=O)c2)cc(C(=O)OC)c1 | i | -0.23
C/C(=N/OC(=O)c1c(-c2c(Cl)cccc2Cl)noc1C)c1cnccn1 | i | 0.79
Cc1c(Cl)c([N+](=O)[O-])nn1CC(=O)NCC(C)C | i | -1.5
CC(OC(=O)Cc1coc2ccc3ccccc3c12)C(=O)NC(N)=O (stereo not given) | i | 0.24
Cc1cccc(C(=O)NNC(=O)c2csc(N3CCOCC3)n2)c1C | i | -0.02
Cc1ccc(S(=O)(=O)n2nc(OC(=O)c3ccccc3C)cc2N)cc1 | i | 0.03
CCCN(N=Nc1cccc([N+](=O)[O-])c1)c1cccc([N+](=O)[O-])c1 | i | -0.03
COc1ccc(C(=O)CN2C(=O)NC3(CCCc4ccccc43)C2=O)c(OC)c1 (stereo not given) | i | 0.62
CC(C)CN(CC(C)C)c1nnc(N)s1 | i | -0.69
Cc1cc(Nc2ccccc2)c2c([N+](=O)[O-])cc(C)c(C)c2n1 | i | ·
O=C(CN1C(=O)NC2(CCOc3ccccc32)C1=O)c1ccc(Br)cc1 (stereo not given) | i | -0.89
CCOc1ccc(CC(=O)OCc2cc(=O)n3cc(Br)ccc3n2)cc1 | i | 2.3
Cc1cccc(-c2nc(CSc3nc4c(c(=O)[nH]3)CCC4)c(C)o2)c1 | i | 1.9
O=C(CN1CCCCC1)Nc1cccc([N+](=O)[O-])c1 | i | -0.54
CCc1nnc(NS(=O)(=O)c2ccc(NC(=S)NC(=O)/C=C/c3ccc(F)cc3)cc2)s1 | i | -1.2
O=C(CNc1cc(S(=O)(=O)N2CCOCC2)ccc1NCC1CCCO1)Nc1ccc(F)c(F)c1 (stereo not given) | i | 0.07

Next structures:
canonical_smiles | CHT inh | Kir21 inh
COc1ccccc1OCC(=O)NNC(=O)c1cccs1 | i | -0.7
O=C(NC1CCCCC1)C(c1ccc2ncccc2c1)N(Cc1ccc2c(c1)OCO2)C(=O)c1ccc2c(c1)OCCO2 (stereo not given) | -14* | -0.22
CCCCCCC(=O)N(O)C1CC(=O)N(Cc2ccccc2)C1=O (stereo not given) | i | ·
COc1ccc(N/C(=C2\CCCC2=O)C2CCCCC2)cc1 | i | 0.54
CCN(CC(=O)Nc1ccc(C(=O)OC)cc1)C1CCCCC1 | i | -0.7
CCCc1[nH]nc2c1C(c1ccoc1)C(C#N)=C(N)O2 (stereo not given) | i | -0.93
